hDAT+cocaine: modulates human dopamine transporter uptake under cocaine; LLC-PK1 hDAT cells, [14C]-dopamine uptake with cocaine IC80; actives deviate in either direction; Q01959; actives 1.3% (n = 110,000); AID 449768; B-score at 10 µM;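 active = Z score or B-score, a plate-position-corrected score, falls beyond the plate's 99.7% confidence bounds, in either direction; inactive = both scores lie inside the 99.7% bounds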;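 note: scored against the spread of the other compound wells on the same plate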
CYP2C19 act: increases human CYP2C19 enzyme activity; recombinant CYP2C19, luciferin-H EGE luminescence; hits give high values; 0 = fully inhibited enzyme, 1 = untreated enzyme; activation factor at 5 µM; P33261; AID 1025; 96,000 tested, under 10 active;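 active = activation factor of at least 2 at 5 µM in the primary screen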;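 note: 0 = wells with 2.5 mM tranylcypromine and 1 = vehicle-only wells; values of inactives mirror those of a sister screen read the other way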
CYP2C19 inh: human CYP2C19 inhibition; AID 778; inhibition, % at 5 µM; actives 21% (n = 96,000); P33261; CYP2C19 Supersomes, luciferin-H EGE luminescence, 30 min;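 active = CYP2C19 inhibition above a set limit at 5 µM in the primary screen, cut at about 50% in these data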;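 note: plate controls were negative control wells for no effect and 2.5 mM tranylcypromine positive control for full effect; values of inactives mirror those of a sister screen read the other way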
CYP2C9 activ: CYP2C9 (human) activation; actives 1.4% (n = 96,000); activation factor at 5 µM; recombinant CYP2C9, luciferin-H conversion, luminescence; hits give high values; factor 1 = untreated enzyme, 0 = blocked;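 active = activation factor of 2 or more for CYP2C9 at a 5 µM dose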;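 note: 0 = sulfaphenazole-blocked wells and 1 = vehicle-only wells; values of inactives mirror those of a sister screen read the other way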
Target sequence (P11712 whole entry, looked up): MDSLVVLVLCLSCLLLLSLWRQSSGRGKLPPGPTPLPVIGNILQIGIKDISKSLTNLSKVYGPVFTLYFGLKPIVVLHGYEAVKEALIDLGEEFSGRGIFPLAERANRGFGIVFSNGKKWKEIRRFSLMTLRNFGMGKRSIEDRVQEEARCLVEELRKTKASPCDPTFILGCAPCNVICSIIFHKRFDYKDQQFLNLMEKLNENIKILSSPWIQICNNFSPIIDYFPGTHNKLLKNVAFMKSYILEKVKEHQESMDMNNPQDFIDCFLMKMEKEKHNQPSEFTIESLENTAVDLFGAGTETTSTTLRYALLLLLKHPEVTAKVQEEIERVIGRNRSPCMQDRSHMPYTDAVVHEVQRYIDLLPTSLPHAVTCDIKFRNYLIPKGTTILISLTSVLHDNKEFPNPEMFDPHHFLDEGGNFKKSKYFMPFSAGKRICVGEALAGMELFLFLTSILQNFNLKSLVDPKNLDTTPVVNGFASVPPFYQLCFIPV
CYP2C9 inhib: blocks human cytochrome P450 2C9 | CYP2C9 Supersomes, luciferin-H conversion, luminescence | actives 20% (n = 96,000) | inhibition, % at 5 µM | P11712;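 active = blocking of liver enzyme CYP2C9 beyond about 50% at 5 µM, limit read from the data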; note: values of inactives mirror those of a sister screen read the other way
HUVEC tox TNFa: toxic to HUVEC cells under TNF alpha stimulation | actives 0.17% (n = 93,000) | cell count reduction, % at 2 µM | HUVEC TNFalpha-stimulated, Hoechst cell count, imaging;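 active = cell count reduction exceeding the screen mean by over 5 SD, scaled to untreated wells per plate, cut at about 78% in these data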;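 note: cells counted after 24 h of TNF alpha exposure following the 1 h pretreatment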
IL1B cytotox: toxic to HUVEC cells under IL-1B stimulation. HUVEC cell count loss, Hoechst imaging, IL-1B stimulated. cell count reduction, % at 2 µM. actives 0.41% (n = 94,000). AID 845;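 active = cell count reduction more than 3 SD above the screen-wide mean, cut at about 70% in these data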;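 note: normalized per plate to untreated control cells as the no-loss baseline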
Candida biofilm: kills Candida albicans biofilms. AID 834. C. albicans biofilm + clotrimazole, Alamar Blue. actives 0.14% (n = 85,000). inhibition, % at 6 µM;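 active = inhibition above 20%; inactive = inhibition below 20%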;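 note: preformed 24 hr biofilms exposed to compound for 48 hr; 0% = biofilm without compound and 100% = blank killed by clotrimazole plus chlorhexidine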
VCAM1 TNFa inh: reduces TNF alpha induced VCAM1 expression in HUVEC | AID 802 | inhibition, % at 2 µM | HUVEC TNFa-induced VCAM-1 immunofluorescence, high-content imaging | actives 0.48% (n = 95,000);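 active = inhibition above the batch mean plus 3 SD, with images confirmed as a hit by eye, cut at about 37% in these data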;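 note: 0% = TNF-stimulated DMSO wells and 100% = unstimulated control wells; not every result past the cut was called active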
Numbers without * were called inactive; . = no result given.

SMILES	hDAT+cocaine	CYP2C19 act	CYP2C19 inh	CYP2C9 activ	CYP2C9 inhib	HUVEC tox TNFa	IL1B cytotox	Candida biofilm	VCAM1 TNFa inh
O=C(Nn1c(O)c(C=C2N=c3ccccc3=N2)sc1=S)c1ccccc1Cl	-1.35	1.2	-16.4	1	-1.7	-14.4	13.3	3.7	7.1
O=C(Nc1ccc(CN2CCOCC2)cc1)c1ccc(-c2cc(Cl)ccc2Cl)o1	2.21	0.5	54.6*	0.3	65.1*	-3.1	-3.4	5.2	-10.1
Cn1nc(-c2ccccc2)c(-c2nc(-c3cccc(C(F)(F)F)c3)no2)c1Cl	-1.68	0.9	9.3	0.6	42.5	-12.7	2.9	3.9	-22.0
CCOc1ccc2nc(NC(=O)Nc3ccccc3)sc2c1	0.429	1	2.7	0.9	14.6	7.7	-5.3	4.2	-4.9
CCN1CCCC1CNC(=O)CCc1nc(-c2ccc(C)cc2)no1 (stereo unspecified)	-0.69	0.7	25.3	0.9	10.1	-17.8	-10.0	9.0	10.8
Cn1c(=O)c2c(nc(SCCCC#N)n2Cc2ccccc2F)n(C)c1=O	0.0494	1.1	-8.4	1	2.5	-12.5	-25.5	-6.5	-0.2
Cn1c(=O)oc2cc(S(=O)(=O)NCc3ccncc3)ccc21	-0.136	0	97.8*	0.2	80.9*	.	.	-2.5	.
CCOC(=O)c1cccc(S(=O)(=O)N(CCO)Cc2cc3cc(OC)ccc3[nH]c2=O)c1	0.00704	0.4	56.3*	0.9	11.6	-20.2	-1.5	8.1	0.3
O=C(COc1cc(O)c2c(=O)cc(-c3ccccc3)oc2c1)c1ccc(F)cc1	0.305	0.9	7.9	0.6	39.9	-22.0	-78.7	.	-21.4
Cc1c(C(=O)Nc2ccc(Cl)cc2)c2ccccn2c1C(=O)c1ccccc1	-9.53*	0.9	14.6	0.7	32.8	0.6	-39.3	.	7.5
O=C1CCc2cc(S(=O)(=O)N3CCN(C(=O)c4ccco4)CC3)ccc2N1	-0.214	1.1	-11.7	1	-1.1	2.7	-1.0	9.7	-8.7
COc1ccc(C(=O)/C=C/N2CCCCC2)cc1OC	0.769	1	3.6	2.6*	-159.4	.	.	1.5	.
C=CCn1c(SCC(=O)N2CC(=O)Nc3ccccc32)nc2scc(-c3cccs3)c2c1=O	0.725	0.4	62.6*	0.2	83.0*	-21.4	-35.3	2.2	-25.5
C=CCNS(=O)(=O)c1cccc2cc(C(=O)O)c(O)cc12	0.151	1.1	-6.3	0.9	5.1	-15.6	-19.4	6.8	8.6
CCC(C)N=CC1=C(O)C(C(=O)OC)C(C)(C)CC1=O (stereo unspecified)	-0.429	.	.	.	.	.	-30.2	7.2	-3.9
CN1C(=O)N(C)C2(c3ccccc3)Nn3c(s/c(=C/c4ccco4)c3=O)=NC12c1ccccc1 (stereo unspecified)	0.629	1	2.1	0.7	27.8	1.9	-7.5	1.7	-6.3
CCSc1nc(-c2ccccc2)c(C#N)c(=O)[nH]1	0.74	1	2.7	0.7	28.7	-11.4	13.0	4.2	14.9
O=S(=O)(NCc1ccccn1)c1ccc(F)cc1	0.0603	0.6	40.5	1	-1.3	-10.3	-15.0	1.7	4.6
CCN(CC)C(=O)CSC1=Nc2ccccc2C2=NC(Cc3c[nH]c4ccccc34)C(=O)N12 (stereo unspecified)	0.0539	0.8	24.5	0.5	49.6	-27.4	-0.3	-8.2	1.1
O=C(O)C1C2C=CC3(CN(CC(O)COc4ccccc4)C(=O)C13)O2 (stereo unspecified)	0.883	1	-3.2	1	-4.0	11.5	0.4	-2.1	12.5
Cc1cc(C(F)(F)F)nn1Cc1n[nH]c(=S)n1Cc1ccccc1	0.398	.	.	.	.	1.7	-2.0	.	5.1
O=c1[nH]c(Nc2ccc(F)cc2)cc2ccccc12	-0.147	0.1	86.1*	0.2	77.6*	-39.3	4.7	.	-2.3
N#CC1=C(N)Oc2c(sc3ccccc23)C1c1ccco1 (stereo unspecified)	0.246	0.8	22.6	0.6	41.3	.	.	7.8	.
CC(C)(C)c1[nH]nc2c1C(Cc1ccccc1)C(C#N)=C(N)O2 (stereo unspecified)	0.453	0.3	72.9*	0.4	58.6*	-38.7	-52.9	-1.1	-1.6
O=C(CSc1nnc(-c2ccco2)c(-c2ccco2)n1)Nc1ccccc1	-0.0791	0.7	27.7	0.3	73.0*	.	-2.6	2.6	-2.5
COc1ccc(N2CCN(C(=O)CSc3nnc4c(C)cc5ccc(C)c(C)c5n34)CC2)cc1	-0.017	0.9	8.3	0.7	29.1	-16.3	-9.0	.	-7.4
O=C(Nc1ccc(NC(=O)c2cccs2)cc1)c1ccc(Br)o1	-0.483	0.9	6.5	0.9	14.6	-25.5	-31.8	-2.6	8.2
C/C(=N\NC(=O)c1cccc(S(=O)(=O)Nc2ccccc2Cl)c1)c1ccc(-n2ccnc2)cc1	-0.0898	0	99.1*	0	100.0*	-21.6	16.9	.	-26.0
Nc1c(C(=O)NC2CCCC2)sc2nc(-c3cccs3)ccc12	0.777	0.3	71.9*	0.6	43.6	.	.	.	.
COc1ccccc1N1CCN(S(=O)(=O)c2cnc[nH]2)CC1	1.61	0.1	95.0*	0	100.3*	-15.6	0.8	-0.9	1.9
Nc1ccc(C#Cc2ccccc2)cc1	-0.615	1	1.2	0.9	13.3	20.1	-39.9	.	-9.7
COc1ccc2c(C(=O)CN3CCN(CCO)CC3)c[nH]c2c1	-1.09	1	1.7	1	2.3	-10.7	-8.0	8.3	16.6
CC(=O)c1ccc(NC(=S)NC(NC(=O)c2ccco2)C(Cl)(Cl)Cl)cc1 (stereo unspecified)	0.00264	1	4.5	0.8	20.8	3.0	2.8	1.1	16.3
O=C(Nc1ccccc1C(=O)NCC1CCCO1)c1ccco1 (stereo unspecified)	-0.53	1	-2.1	1.1	-13.5	-9.6	-65.7	8.0	5.9
CCOC(=O)c1cc(NC(=O)SCC(=O)O)c(C)nc1C	0.732	0.8	24.3	1.1	-8.1	-2.9	-23.3	4.1	6.3
CN(C)c1ccc(N=Cc2ccco2)cc1	-0.136	0.6	39.5	0.6	35.1	-40.3	-123.7	7.5	-16.7
CC12CC(c3ccccc3O1)C(C(=O)N1CCOCC1)C(=O)N2 (stereo unspecified)	-0.54	1.2	-15.1	1.1	-7.3	-37.8	-18.1	7.5	5.3
O=C(Cn1ccc2ccccc2c1=O)NCCC(=O)NC1CCN(Cc2ccccc2)CC1	-1.68	1.1	-14.5	1.3	-25.4	6.2	17.4	3.8	-8.2
CC1=C(C(=O)NC2CCC(C)CC2)C2(CCC(C)CC2)OC1=O (stereo unspecified)	-0.99	0.7	29.7	0.7	34.8	30.2	10.3	2.4	3.2
O=C1CC(c2ccccc2)CC(O)=C1C=NCCN1CCN(C(=O)Nc2ccccc2)CC1 (stereo unspecified)	-1.14	0.7	26.6	0.9	11.9	-28.6	-24.2	5.4	15.3
O=C(O)CCC(=O)c1ccc2c(c1)OCCO2	-0.216	1.2	-15.4	1.1	-6.6	.	.	6.8	.
O=C1c2ccccc2C(Nc2ccc(Cl)cn2)N1c1cccnc1 (stereo unspecified)	-0.316	0.2	84.7*	0.8	24.6	-37.6	0.5	2.6	4.3
COC(=O)c1nn(-c2ccccc2)c(Cl)c1/C=N/OCc1ccc(Cl)cc1Cl	1.2	0.7	28.6	0.3	66.8*	-16.3	0.3	.	3.7
CCC(C)N1CC23C=CC(O2)C(C(=O)OCc2ccccc2)C3C1=O (stereo unspecified)	-0.667	1.1	-5.2	0.5	46.9	-18.4	39.4	4.4	-5.5
O=C(CCCCCn1c(=S)[nH]c2cc3c(cc2c1=O)OCO3)N1CCN(C(=O)c2ccco2)CC1	0.234	0.8	17.9	0.4	64.5*	-12.2	22.2	2.2	-15.5
Cc1cc(C(=O)OCC(=O)Nc2ncc(C(F)(F)F)cc2Cl)c(C)o1	0.222	1	3.5	0.9	9.7	-8.6	-20.0	-3.2	11.6
Cc1nc2c(-c3ccccc3)c(C)nn2c(C)c1CCC(=O)NC(C)CCc1ccco1 (stereo unspecified)	0.841	0.5	52.0*	0.6	37.9	-38.6	7.2	-1.1	15.3
COCCNC(=O)C(c1ccc(C)cc1)N(C(=O)CCC(=O)Nc1ccccn1)C1CCCC1 (stereo unspecified)	.	0.8	17.7	1	-3.9	-11.0	-6.5	6.9	-1.4

Of the compounds above, 5 have an aryl methoxy group.
SMILES	hDAT+cocaine	CYP2C19 act	CYP2C19 inh	CYP2C9 activ	CYP2C9 inhib	HUVEC tox TNFa	IL1B cytotox	Candida biofilm	VCAM1 TNFa inh
CCOC(=O)c1cccc(S(=O)(=O)N(CCO)Cc2cc3cc(OC)ccc3[nH]c2=O)c1	0.00704	0.4	56.3*	0.9	11.6	-20.2	-1.5	8.1	0.3
COc1ccc(C(=O)/C=C/N2CCCCC2)cc1OC	0.769	1	3.6	2.6*	-159.4	.	.	1.5	.
COc1ccc(N2CCN(C(=O)CSc3nnc4c(C)cc5ccc(C)c(C)c5n34)CC2)cc1	-0.017	0.9	8.3	0.7	29.1	-16.3	-9.0	.	-7.4
COc1ccccc1N1CCN(S(=O)(=O)c2cnc[nH]2)CC1	1.61	0.1	95.0*	0	100.3*	-15.6	0.8	-0.9	1.9
COc1ccc2c(C(=O)CN3CCN(CCO)CC3)c[nH]c2c1	-1.09	1	1.7	1	2.3	-10.7	-8.0	8.3	16.6

From PubChem BioAssay
